# From PubChem
# HIF activator – HIF pathway transcriptional activation; actives 0.32% (n = 300,000); U2OS HRE-luciferase reporter, luminescence; normalized: DMSO 0%, desferrioxamine 100%; activation, % at 7.5 µM (by protocol);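 active = mean activation of at least 10% of the iron chelator positive control signal, with at least half of replicates also reaching 10%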
# SKKanGAS inh – inhibitors of SKKanGAS S. pyogenes growth in kanamycin (SK-promoter or general growth effect). BacTiter-Glo, 6 h. inhibition, % at 7.5 µM. actives 1.3% (n = 300,000);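 active = mean replicate score, as percent of positive control median, at least 50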;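 also: strain carries kanamycin resistance gene driven by streptokinase promoter and grows in 40 µg/ml kanamycin; loss of luminescence reflects streptokinase promoter inhibition or plain growth inhibition; 0% = median of DMSO wells and 100% = positive control at its reference dose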
# MrgX1 antag – blocks BAM8-22 activation of human MrgX1 receptor; Q96LB2; MRGX1-HEK293 calcium flux, Fluo-4, BAM8-22 antagonism; stronger effect = lower value; B-score at 10 µM; actives 1.3% (n = 310,000);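 active = calcium-response B-score plate-corrected more than 3 library SD below zero, starting fluorescence within 5 deviations, no agonist response on first addition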;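 also: peak minus trough fluorescence over baseline after final BAM8-22 challenge near maximal dose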
# Target sequence (Q96LB2 whole entry, looked up): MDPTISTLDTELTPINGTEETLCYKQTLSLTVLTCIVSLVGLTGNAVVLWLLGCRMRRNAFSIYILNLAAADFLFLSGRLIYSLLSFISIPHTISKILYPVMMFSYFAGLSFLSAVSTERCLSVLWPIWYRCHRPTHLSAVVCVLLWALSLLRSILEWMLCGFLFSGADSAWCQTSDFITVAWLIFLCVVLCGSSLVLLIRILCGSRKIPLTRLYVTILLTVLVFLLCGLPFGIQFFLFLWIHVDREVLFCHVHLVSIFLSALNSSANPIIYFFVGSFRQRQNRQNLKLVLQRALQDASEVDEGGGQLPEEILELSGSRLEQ
# TRPC6 activator – activators of mouse TRPC6 channel; Q61143; HEK293-TRPC6 membrane potential dye fluorescence; stronger effect = higher value; B-score at 10 µM; actives 0.13% (n = 310,000);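 active = B-score of the integrated fluorescence ratio above library mean plus 3 SD, and starting fluorescence ratio within library mean plus 5 SD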;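 also: higher score means more depolarization so channel activation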
# MrgX1 agonist – human MrgX1 receptor agonism, primary screen. Q96LB2. MrgX1-HEK293 cells, Fluo-4 calcium fluorescence, agonist mode; stronger effect = higher value. B-score at 10 µM. actives 0.44% (n = 310,000);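 active = calcium response B-score plate-corrected fluorescence ratio at least 3 library SD, with starting fluorescence B-score inside 5 SD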
#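 Material: HEK293 cells stably expressing human MrgX1 receptor | Quantity: 15,000 cells per well | Times: Cells plated overnight, dye loaded 0.5 h 37 °C, 0.5 h room temperature | Measured by: Kinetic Fluo-4 NW fluorescence of intracellular calcium | Control set: Positive and negative controls per plate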
# TRPC6 inhibitor – blocks the mouse TRPC6 cation channel; Q61143; HEK293-TRPC6, membrane potential dye, ACh-evoked depolarization; stronger effect = lower value; B-score at 10 µM; actives 1.1% (n = 310,000); AID 2553;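 active = B-score under library mean minus 3 SD, initial fluorescence not abnormally high, positive integrated signal ratio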;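 also: B-score derived from integrated fluorescence ratio over the kinetic read; more negative B-score means stronger inhibition of depolarization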
# RGS4 inh – inhibitors of human RGS4; P49798; HEK293 M3R/RGS4 inducible, Fluo-4 calcium flux; stronger effect = higher value; triggered by carbachol at its EC20; actives 0.45% (n = 310,000); AID 463165; B-score at 10 µM;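 active = B-score, a plate-corrected calcium signal, over three deviations above library mean, with baseline fluorescence within five deviations of library mean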;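 also: RGS4 expression induced by doxycycline in cells with stable M3 receptor; B-score is computed from the integrated fluorescence ratio over baseline after carbachol; higher B-score means a larger calcium signal and so more RGS4 inhibition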
# Target sequence (P49798 whole entry, looked up): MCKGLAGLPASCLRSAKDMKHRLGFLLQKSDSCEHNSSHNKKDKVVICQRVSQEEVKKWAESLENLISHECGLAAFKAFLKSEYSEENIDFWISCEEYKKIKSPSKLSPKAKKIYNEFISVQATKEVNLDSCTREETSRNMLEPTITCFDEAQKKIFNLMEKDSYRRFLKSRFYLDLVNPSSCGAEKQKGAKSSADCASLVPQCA
# Platelet DG rel – platelet dense granule release activity. human platelet-rich plasma, SFLLRN dense granule ATP release, luminescence. inhibition, %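 (compounds screened at 7.5 µM in platelet-rich plasma)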. actives 0.22% (n = 300,000). AID 1663;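 active = mean replicate score, as percent of positive control, at or above 50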
# TRPC4 block – inhibitors of mouse TRPC4 channel. HEK293 TRPC4beta/mu-opioid, DAMGO-evoked Fluo4 calcium flux; stronger effect = lower value. B-score at 10 µM. actives 0.39% (n = 300,000). AID 2247;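 active = B-score over 3 SD under the library average, no early fluorescence shift, positive overall ratio signal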
#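 Assay system: Stable TRPC4beta/mu-opioid receptor HEK293 cells | Reagent: DAMGO in two steps, submaximal then maximal | Compound dosing: Single concentration per test compound | Signal: Fluo4 Ca2+ flux fluorescence | Evaluation: Per-well B score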
# MrgX1 allo act – allosterically activates human MrgX1 receptor signaling; Q96LB2; MrgX1-HEK293, Fluo-4 calcium flux, FDSS; stronger effect = higher value; B-score at 10 µM; actives 0.63% (n = 310,000);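 active = plate-corrected calcium response at least 3 library SD above typical, normal starting fluorescence, not activating the receptor alone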;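 also: compound read alongside a low EC10 to EC30 dose of BAM8-22 agonist; peak minus trough fluorescence over baseline measured at the second addition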
# RGS4 pot – potentiators or activators of RGS4 | actives 0.92% (n = 310,000) | B-score at 10 µM | HEK293 M3R/inducible RGS4, carbachol calcium flux Fluo4; stronger effect = lower value | AID 463111;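 active = B-score of the integrated calcium signal more than 4 SD below the library mean, with starting fluorescence not abnormally high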;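 also: negative B-score means reduced calcium response which marks RGS4 activation or potentiation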
#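 Also added: carbachol at ECmax as muscarinic agonist stimulus; Assay system: HEK293 cells with stable M3R and inducible RGS4; Timing: overnight RGS4 induction, 30 min dye load 37 °C, 20 min compound RT; Measured by: Fluo4-AM (2 µM) calcium-flux fluorescence, kinetic read.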
# * marks the source's active call; other numbers are inactive results; i = inactive; . = no result given; & = joins results of further samples. The list is partial; the hit share may differ from the screen's.
nr	canonical_smiles	HIF activator	SKKanGAS inh	MrgX1 antag	TRPC6 activator	MrgX1 agonist	TRPC6 inhibitor
1	COC(=O)N/N=C/c1c[n+]([O-])c2ccccc2[n+]1[O-]	0.2	51*	i	i	i	i
2	CC1(C)O[C@@H]2C[C@H]3[C@@H]4C[C@H](F)C5=CC(=O)C=C[C@]5(C)[C@@]4(F)[C@@H](O)C[C@]3(C)[C@]2(C(=O)CO)O1	-0.8	0	i	i	i	i
3	Cc1nc2c3ccccc3nc(NNC(=O)CCC(=O)N3CCN(c4ccccc4F)CC3)n2n1	0.2	11	i	i	i	i
4	CCCC(=O)O[C@]1(C(=O)CCl)[C@@H](C)C[C@H]2[C@@H]3CCC4=CC(=O)C=C[C@]4(C)[C@@]3(F)C(=O)C[C@@]21C	-0.8	-2	i	i	i	i
5	COc1ccc(C(=O)c2ccccc2)c(O)c1	0.1	17	i	i	i	i
6	CC(Cc1cccc(C(F)(F)F)c1)NCCOC(=O)c1ccccc1 (stereo not given)	0.3	-6	i	i	i	i
7	COc1ccc(-c2oc3c(CC=C(C)C)c(O[C@@H]4O[C@H](CO)[C@@H](O)[C@H](O)[C@H]4O)cc(O)c3c(=O)c2O[C@@H]2O[C@@H](C)[C@H](O)[C@@H](O)[C@H]2O)cc1	-0.1	-3	i	i	i	i
8	CCCOc1ccc2nc(NC(=O)OC)[nH]c2c1	1.2	2	.	i	.	i
9	CN[C@@H]1[C@H](O)[C@H](NC)[C@H]2O[C@@]3(O)C(=O)C[C@@H](C)O[C@H]3O[C@@H]2[C@H]1O	0.2	0	i	i	i	i
10	CCC(C(=O)Nc1ccccc1N1CCCC1)c1ccccc1 (stereo not given)	0.1	4	i	i	i	i
11	COc1cc(C2Oc3cc(C4Oc5cc(O)cc(O)c5C(=O)C4O)ccc3OC2CO)ccc1O (stereo not given)	-0.3	8	i	i	i	i
12	O=C(O)c1cc(=O)c2ccccc2o1	0.3	-3	i	i	i	i

nr	RGS4 inh	Platelet DG rel	TRPC4 block	MrgX1 allo act	RGS4 pot
1	i	-14	i	i	i
2	i	3	i	i	i
3	i	1	i	i	i
4	i	1	i	i	i
5	i	-2	i	i	i
6	i	2	i	i	i
7	i	-4	i	i	i
8	i	-3	i	.	i
9	i	.	i	i	i
10	i	4	i	i	i
11	i	-2	i	8.8*	i
12	i	-5	i	i	i

# Quoted at random: 4 entries already listed
nr	canonical_smiles	HIF activator	SKKanGAS inh	MrgX1 antag	TRPC6 activator	MrgX1 agonist	TRPC6 inhibitor
1	COC(=O)N/N=C/c1c[n+]([O-])c2ccccc2[n+]1[O-]	0.2	51*	i	i	i	i
12	O=C(O)c1cc(=O)c2ccccc2o1	0.3	-3	i	i	i	i
3	Cc1nc2c3ccccc3nc(NNC(=O)CCC(=O)N3CCN(c4ccccc4F)CC3)n2n1	0.2	11	i	i	i	i
9	CN[C@@H]1[C@H](O)[C@H](NC)[C@H]2O[C@@]3(O)C(=O)C[C@@H](C)O[C@H]3O[C@@H]2[C@H]1O	0.2	0	i	i	i	i

nr	RGS4 inh	Platelet DG rel	TRPC4 block	MrgX1 allo act	RGS4 pot
1	i	-14	i	i	i
12	i	-5	i	i	i
3	i	1	i	i	i
9	i	.	i	i	i

# The listing continues:
nr	canonical_smiles	HIF activator	SKKanGAS inh	MrgX1 antag	TRPC6 activator	MrgX1 agonist	TRPC6 inhibitor
13	CN(C)CC/C=C1/c2ccccc2COc2ccc(CC(=O)O)cc21	0.1	-3	i	i	i	i
14	Nc1c2ccccc2nc2ccccc12	6.0&-4.0	0&21	i	i	i	-10*
15	CC(=O)Oc1ccc2c(C)cc(=O)oc2c1	0.1	-1	i	.	i	.
16	O=C(NC1CCN(CCc2c[nH]c3ccccc23)CC1)c1ccccc1	0.7	1	i	i	i	i
17	CCN(CC)CC1CCCCN1CC(=O)N1c2ccccc2C(=O)Nc2cccnc21 (stereo not given)	-0.2	-3	i	i	i	i
18	O=C(O)Cc1cn(-c2ccccc2)nc1-c1ccc(Cl)cc1	-0.3	17	i	i	i	i
19	Cc1c(C)n(Cc2ccccc2)c2ccc(C(=O)OCCN(C)C)cc12	0.9	-2	i	i	i	-6*
20	CN(C)CCCSc1ccccc1NC(=O)/C=C/c1ccccc1	0.1	1	i	i	i	i
21	CN(C)S(=O)(=O)n1cc(/C=C(\NC(=O)c2ccccc2)C(=O)NCCCn2ccnc2)c2ccccc21	-0.1	-7	i	i	i	i
22	CCCC1(c2ccccc2)NC(=O)N(CC(=O)N(C)Cc2c(F)cccc2Cl)C1=O (stereo not given)	0.7	2	i	i	i	i
23	CCCC(=O)O[C@]1(C(=O)COC(C)=O)CC[C@H]2[C@@H]3C[C@H](F)C4=CC(=O)C=C[C@]4(C)[C@@]3(F)[C@@H](O)C[C@@]21C	-0.7	3	i	i	i	i
24	CCCCOc1cc(C(=O)OCCN(CC)CC)ccc1N	0.0	-1	i	i	i	i
25	O=C(c1ccccn1)N(Cc1cccs1)C1(C(=O)NC2CCCCC2)CCCCC1	-0.5	2	i	i	i	i
26	C/C(=N\NC(=S)NCc1ccccc1)C1CCCCC1	-0.1	3	i	i	i	i

nr	RGS4 inh	Platelet DG rel	TRPC4 block	MrgX1 allo act	RGS4 pot
13	i	-1	i	i	i
14	i	-1&-12	i	i	i
15	.	1	.	i	.
16	i	2	i	i	i
17	i	2	i	i	i
18	i	-5	i	i	i
19	i	-1	i	i	i
20	i	-3	i	i	i
21	i	-5	i	i	i
22	i	-5	i	i	i
23	i	0	i	i	i
24	i	0	i	i	i
25	i	8	i	i	i
26	i	16	i	i	i

# Nos. 13–17 from above:
nr	canonical_smiles	HIF activator	SKKanGAS inh	MrgX1 antag	TRPC6 activator	MrgX1 agonist	TRPC6 inhibitor
13	CN(C)CC/C=C1/c2ccccc2COc2ccc(CC(=O)O)cc21	0.1	-3	i	i	i	i
14	Nc1c2ccccc2nc2ccccc12	6.0&-4.0	0&21	i	i	i	-10*
15	CC(=O)Oc1ccc2c(C)cc(=O)oc2c1	0.1	-1	i	.	i	.
16	O=C(NC1CCN(CCc2c[nH]c3ccccc23)CC1)c1ccccc1	0.7	1	i	i	i	i
17	CCN(CC)CC1CCCCN1CC(=O)N1c2ccccc2C(=O)Nc2cccnc21 (stereo not given)	-0.2	-3	i	i	i	i

nr	RGS4 inh	Platelet DG rel	TRPC4 block	MrgX1 allo act	RGS4 pot
13	i	-1	i	i	i
14	i	-1&-12	i	i	i
15	.	1	.	i	.
16	i	2	i	i	i
17	i	2	i	i	i
